Pol beta inh: inhibitors of human DNA polymerase beta; P06746; Pol beta primer extension/strand displacement, fluorescence kinetic; Potency, µM (top dose mostly 114 µM), without a hit: at the highest dose activity change, negative = inhibition, usual class: inhibitors; 1.3% of 340,000 active; also: % is scaled to controls: 0 for no effect and ±100 for the full control effect
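Enzyme-only controls used 10 nM Pol beta; buffer lacking enzyme served as negative control. Compound preincubated 15 min, then 50 nM substrate added; 0 and 10 min reads at room temperature.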
APEX1 inh: inhibitors of human APE1 endonuclease. P27695. recombinant APE1, TAMRA/BHQ-2 abasic DNA cleavage fluorescence. Potency, µM (titrated, usually from 65.8 µM), for the others: at the highest dose activity change, negative = inhibition, most hits filed as inhibitors. 0.35% of 350,000 active. AID 2517;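 also: plate controls were vehicle for no effect and reference inhibitor for full effect; nearly all actives have a fitted effect of over 55% in size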
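Readout is kinetic fluorescence (ex 525, em 598 nm) from cleavage of 50 nM TAMRA/BHQ-2 THF abasic duplex by 0.75 nM APE1, compound added 15 min beforehand at RT.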
JMJD2A Tudor inh: inhibitors of human JMJD2A Tudor domain; AlphaScreen JMJD2A-Tudor / H3K4me3 peptide binding; Potency, µM (top dose mostly 114 µM), for inactives: at the top dose activity change, negative = inhibition, usual class: inhibitors; 4.4% of 390,000 active; AID 504339; also: % is scaled to controls: 0 for no effect and ±100 for the full control effect; nearly all actives have a fitted effect of over 50% in size
POLK inh: DNA polymerase kappa (human) inhibition. purified Pol kappa, fluorescent DNA synthesis assay, 10 min. Potency, µM (top dose mostly 107 µM), for inactives: top-dose activity, negative = inhibition, usual class: inhibitors. AID 588579. 0.53% of 400,000 active. Q9UBT6; also: % is scaled to controls: 0 for no effect and ±100 for the full control effect
Target sequence (Q9UBT6 whole entry, looked up): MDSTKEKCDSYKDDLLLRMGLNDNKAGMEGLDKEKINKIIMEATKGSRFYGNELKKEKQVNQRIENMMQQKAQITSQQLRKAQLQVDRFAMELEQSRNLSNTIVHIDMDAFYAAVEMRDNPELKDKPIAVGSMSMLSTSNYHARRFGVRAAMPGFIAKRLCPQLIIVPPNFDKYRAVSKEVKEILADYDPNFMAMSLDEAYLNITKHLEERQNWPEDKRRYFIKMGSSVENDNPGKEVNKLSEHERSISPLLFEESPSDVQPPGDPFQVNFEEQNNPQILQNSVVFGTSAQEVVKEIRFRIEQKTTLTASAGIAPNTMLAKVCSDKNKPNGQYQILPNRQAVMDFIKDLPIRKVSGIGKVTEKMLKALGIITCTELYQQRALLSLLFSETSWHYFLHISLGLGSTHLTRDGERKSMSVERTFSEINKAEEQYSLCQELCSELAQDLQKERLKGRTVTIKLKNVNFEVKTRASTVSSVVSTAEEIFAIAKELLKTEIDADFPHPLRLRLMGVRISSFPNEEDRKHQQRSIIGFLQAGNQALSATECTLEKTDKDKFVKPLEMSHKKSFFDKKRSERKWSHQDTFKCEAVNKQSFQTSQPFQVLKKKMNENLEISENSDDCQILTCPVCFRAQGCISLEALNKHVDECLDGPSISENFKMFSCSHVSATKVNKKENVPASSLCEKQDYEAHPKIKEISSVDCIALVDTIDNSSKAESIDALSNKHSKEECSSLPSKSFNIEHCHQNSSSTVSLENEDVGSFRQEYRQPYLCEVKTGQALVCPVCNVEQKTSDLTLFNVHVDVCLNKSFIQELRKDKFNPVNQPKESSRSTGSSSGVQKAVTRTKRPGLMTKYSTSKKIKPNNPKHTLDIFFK
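Here, compound and 10 nM enzyme are combined for 15 min at room temperature; adding 50 nM substrate (final) starts DNA synthesis, tracked by fluorescence at 0 and 10 min against buffer-only wells.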
Pol eta inh: DNA polymerase eta (human) inhibition; recombinant Pol eta, fluorescent DNA replication assay; Potency, µM (top dose mostly 114 µM), for inactives: at the highest dose activity change, negative = inhibition, hits mostly inhibitors; 1.2% of 390,000 active; also: % is scaled to controls: 0 for no effect and ±100 for the full control effect
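Pol eta (10 nM) was preincubated with compounds for 15 min at room temperature, after which fluorescent replication substrate (50 nM final) was added to start the reaction. Fluorescence was read kinetically at 0 and 10 min.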
G9a inh: inhibitors of human histone lysine methyltransferase G9a; G9a H3K9 monomethylation, AlphaScreen, 2 h; Potency, µM (highest dose often 102 µM), for the others: at the highest dose activity, negative = inhibition, actives largely listed as inhibitors; 8.8% of 350,000 active; also: % is scaled to controls: 0 for no effect and ±100 for the full control effect; nearly all actives have a fitted effect of over 75% in size
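Signal arises when biotinylated H3K9 peptide, once monomethylated, bridges streptavidin donor and antibody-captured acceptor beads. Enzyme at 20 nM was preincubated 15 min with test compounds; peptide 500 nM and SAM 20 uM then reacted for 2 h.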
POLI inh: DNA polymerase iota (human) inhibition; Pol iota fluorescent replication assay, 10 min; Potency, µM (series often up to 115 µM), without a hit: at the top dose activity, negative = inhibition, usual class: inhibitors; 1% of 390,000 active; AID 588590
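Pol iota at 10 nM preincubated 15 min with compounds at room temperature; reaction started with fluorescent substrate, 50 nM final. Fluorescence read kinetically at 0 and 10 min; buffer-only wells as negative control.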
BAZ2B inh: inhibitors of human BAZ2B bromodomain | AID 504333 | 4.4% of 360,000 active | AlphaScreen BAZ2B-H3K14Ac peptide displacement | Potency, µM (top dose mostly 114 µM), without a hit: at the highest dose activity change, negative = inhibition, hits mostly inhibitors; also: % is scaled to controls: 0 for no effect and ±100 for the full control effect; nearly all actives have a fitted effect of over 60% in size
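BAZ2B (50 nM) with biotin-H3(5-23)K14Ac peptide (50 nM) in PBS pH 7.4, 0.01% Tween-20, preformed 30 min, then compound 30 min at room temperature; top concentration 110uM. AlphaScreen streptavidin donor/nickel chelate acceptor beads (10 ug/mL final), 20 min dark, signal read.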
BLM helicase inh: Bloom syndrome helicase (human) inhibition; P54132; recombinant BLM DNA unwinding, fluorescence dequenching; Potency, µM (titrated, usually from 56.1 µM), without a hit: at the top dose activity change, negative = inhibition, most hits filed as inhibitors; 0.2% of 350,000 active;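 also: plate controls were vehicle for no effect and no enzyme for full effect; nearly all actives have a fitted effect of over 35% in size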
The depositor's hits bear a star; ? = inconclusive; . = not tested or not shown; & = joins results of further samples; [ ] = dose if it differs, or a comment. Calls follow the shape of the dose curve; as a rule, active = well fitted curve in the direction sought with a large enough effect; inconclusive = small, poorly fitted or top-dose-only effect, or another doubt; inactive = no such curve, though single readings can be large; an effect the other way counts as inactive or inconclusive. Potency is read from the fitted curve at half-maximal effect. The list is partial; the hit share may differ from the screen's.

# | smiles | Pol beta inh | POLK inh | G9a inh | Pol eta inh | BLM helicase inh | POLI inh | APEX1 inh | JMJD2A Tudor inh | BAZ2B inh
1 | COc1cccc(C2=NOC(C(=O)N3CCc4ccccc4C3)C2)c1 (stereo not given) | 1% | -30% | 7.9µM* | -13% | -13% | 55%[activator] | -3% | -12% | 11%
2 | CC(C)C[C@@H](COc1ccccc1)N1CCN(C)CCC1=O | 90% | -3%&-7% | . | -3% | 0% | ? | -3% | -4% | 1%
3 | COc1ccc(NC(=S)c2ccncc2)cc1 | -22% | 0% | -19% | -8% | 2% | -17% | -2% | -5% | -9%
4 | Cc1nc2ccn(Cc3cccnc3)c(=O)c2cc1C(=O)N1CCN(c2ccccc2F)CC1 | -10% | 28% | 7%[59 µM] | 2% | 0% | 5% | . | -14% | -11%
5 | Cc1csc(SCCn2c(N3CCOCC3)nc3c2c(=O)[nH]c(=O)n3C)n1 | -6% | -3% | 5%[59 µM] | -15% | 3% | 35%[activator] | -2% | -18% | 12%
6 | O=C(CSCc1ccccc1)Nc1cc([N+](=O)[O-])ccc1F | -25% | -1% | 32µM* | -31% | -14% | -2% | -2% | -28% | ?
7 | CCC(=O)Nc1ccc(NC(=S)NC(=O)Cc2ccccc2)cc1 | 28% | 3% | ? | -19% | -2% | 9% | -2% | -13% | -4%
8 | COc1ccc(NC(=O)COC(=O)CCC(=O)c2cccs2)cc1OC | . | 11% | ? | -11% | . | 10% | 0% | 8% | 3%
9 | O=C(O)c1ccc(NC(=O)c2cccc(S(=O)(=O)Nc3ccc(C(=O)O)cc3)c2)cc1 | 12% | -15% | 6% | -19% | 1% | -11% | 43% | -12% | -29%
10 | COc1c(Cl)cc(C(=O)Nc2ccccc2C(=O)O)cc1Cl | 4% | -1% | 5%[0.501 µM] | -4% | -1% | ? | 1% | -16% | ?
11 | CCCOc1ccc(S(=O)(=O)N2CCCC2)cc1[N+](=O)[O-] | -1% | -20% | 2% | -2% | -2% | -2% | 5% | -7% | -21%
12 | O=C1CCCc2ccccc2N1Cc1ccc(Cl)cc1 | -1% | -5% | 39%[activator] | -17% | -4% | 9% | -2% | -7% | 9%
13 | Cc1ccc(C)c(C(=O)COC(=O)c2ccccc2N2C(=O)C3C4CCC(C4)C3C2=O)c1 (stereo not given) | -18% | -1% | -15%[0.501 µM] | -24% | 0% | 14% | -4% | -17% | 0%
14 | CCC(C)NC(=O)Cn1nc(Cc2ccncc2)c2ccccc2c1=O (stereo not given) | 11% | 9% | -20%[2.33 µM] | -9% | -5% | -14% | 2% | -4% | -8%
15 | Cc1cc2c(cc1C)NC(CC(=O)Nc1cccc(Cl)c1)C(=O)N2 (stereo not given) | -4% | -18% | ? | -4% | -6% | 12% | . | -12% | ?
16 | CN(Cc1cc(Cl)cc(Cl)c1O)Cc1c(O)ccc2ccccc12 | . | -9% | . | -25% | . | 51%[activator] | . | ? | .
17 | CCN(C(=O)CSc1nc2nc(C)cc(C)n2n1)c1ccccc1 | -13% | -5% | -1%[12.7 µM] | -3% | 0% | -12% | 1% | -8% | -20%
18 | Cc1ccc(S(=O)(=O)N2CCN=C2SCc2cccnc2)cc1 | 44% | 4% | 7% | -20% | -10% | 35%[activator] | 0% | 2% | -1%
19 | Nc1cc(=O)[nH]c(SCC(=O)NC2CCCCCCC2)n1 | . | -5% | . | -1% | . | ? | -8% | -6% | .
20 | COc1ccc(O)c(C=Nc2cc(NC(C)=O)c(Cl)cc2Cl)c1 | 9% | -13% | -7%[59 µM] | -4% | -5% | 27% | -3% | -25% | -3%
21 | COc1ccc(Br)cc1Cn1nnc(C(=O)Nc2ccc(C)cc2C)c1N | ? | -12% | 19%[59 µM] | -15% | -10% | -16% | . | 8% | -5%
22 | CC(C)(C)OC(=O)NCC(=O)NNC(=O)C(C(=O)OCc1ccccc1)c1ccccc1 (stereo not given) | . | 14% | . | -8% | . | -4% | 17% | -16%&-8% | .
23 | O=c1[nH]c(NCCO)nnc1Cc1ccccc1 | 32% | 4% | 7%[59 µM] | -4% | -1% | 9% | 18% | -1% | -8%
24 | O=C(c1ccc(CNS(=O)(=O)c2cccc(Cl)c2)cc1)N1CCCC1 | -4% | -10% | . | -12% | 0% | 9% | 0% | -1% | 0%
25 | CCOC(=O)c1cc2c(C)nn(-c3ccccc3)c2s1 | -21% | -3% | 18%[59 µM] | 10% | -2% | 22% | -3% | 19% | 9%
26 | N#CC(c1ccc(Cl)cc1)c1ccc2c(C(F)(F)F)cc(C(F)(F)F)nc2n1 (stereo not given) | 1% | -9% | 11µM* | -8% | -7% | 25% | -3% | 50µM* | 32µM*
27 | O=C(O)C(Cc1ccccc1)NS(=O)(=O)c1ccc(Cl)cc1 (stereo not given) | 4% | 15% | 10%[2.33 µM] | -12% | -3% | -21% | -14% | -6% | -2%
28 | CCc1ccc(C2C(C(=O)Nc3ccccc3OC)=C(C)Nc3c(C(=O)Nc4ccc(C)cc4)cnn32)cc1 (stereo not given) | 0% | -14% | ? | -11% | -6% | 7% | . | -32% | 1%[57.1 µM]
29 | CC(=O)C1=C(C)NC(SCC(=O)c2ccc(C)cc2)=C(C#N)C1c1ccco1 (stereo not given) | -22% | . | ? | . | -15% | . | ? | . | -7%
30 | Cc1cc2c(cc1S(=O)(=O)Nc1ccc(OC(F)(F)F)cc1)OCC(=O)N2 | -8%&-16% | -4%&-3% | -1%[59 µM] | -29%&-27% | -8%&1% | 30%&22% | -15% | -27%&-16% | -13%&-11%
31 | O=C(CCCn1cnc([N+](=O)[O-])n1)Nc1ccc(Cl)cc1Cl | 12% | -18% | ? | -13% | -12% | 5% | 17% | -9% | -27%
32 | Cc1nc(NC(=S)Nc2ccccc2)sc1C | -26% | -18% | -39% | ? | -4% | -1% | 4% | -22% | -27%
33 | Cc1nc(N2CCN(c3ccccn3)CC2)c2c(C)c(C(=O)Nc3ccccc3F)sc2n1 | -12% | 10% | -28% | -19% | 3% | 34%[activator] | -1% | -13% | .
34 | CCOC(=O)C1CCN(C(=O)c2cc3cc4ccc(OC)cc4nc3o2)CC1 | -9% | -12% | 3% | -5% | 2% | 40%[activator] | 10% | -13% | -2%
35 | CCC1CC=CC2C1C(=O)N(Cc1ccccc1)C2c1ccc(OC)c(Cl)c1 (stereo not given) | . | -12% | . | . | -11% | -1% | -4% | 7% | .
36 | Cc1ccc(NC(=O)C2CC(=O)N(c3ccc4c(c3)OCCO4)C2)cc1S(=O)(=O)N1CCCCCC1 (stereo not given) | . | -10% | ? | -7% | . | 6% | -6% | -28% | -2%

Quoted from the listing:
Under Pol beta inh, #28 shows 0%
Under BLM helicase inh, #26 shows -7%

(cont.)
# | smiles | Pol beta inh | POLK inh | G9a inh | Pol eta inh | BLM helicase inh | POLI inh | APEX1 inh | JMJD2A Tudor inh | BAZ2B inh
37 | COc1cccc(C(=O)N2c3ccc(C)cc3C(C)(c3ccccc3)CC2(C)C)c1 (stereo not given) | -4% | -3% | 5%[59 µM] | -27% | -10% | 9% | . | -16% | -14%
38 | NS(=O)(=O)c1ccc(NCc2ccccc2OCc2ccc(F)cc2)cc1 | -3% | -12% | ? | -17% | -11% | 8% | 4% | -28% | 56µM*
39 | O=C(CC(O)c1ccncc1)c1ccccc1O (stereo not given) | . | -3% | . | -15% | . | 17% | . | -13% | .
40 | Cc1ccc(NC(=O)N2CCN(Cc3nc4ccc(C)cc4o3)CC2)cc1 | -1% | -15%[60.1 µM] | 5%[59 µM] | -6% | 2% | -5% | . | -16% | ?
41 | CC1CC1c1ccc(/C=C(\C#N)C(=O)Nc2cccc(Cl)c2Cl)o1 (stereo not given) | 6% | -13% | 4%[59 µM] | -16% | -10% | -13% | 1% | 2% | -36%
42 | CC(C)C[C@H]1CN=C(Nc2ccccc2)N1CCC1CCCC1 | 27% | -22% | -2% | -18% | 2% | 28% | 13% | -26% | -1%
43 | CC(C)c1ccc(C2(C)NC(=O)N(CC(=O)N3CCN(C(=O)c4cccs4)CC3)C2=O)cc1 (stereo not given) | . | -8% | 12%[2.33 µM] | -7% | . | -19% | 49%[activator] | -18% | -4%
44 | COc1cccc(OCCCn2cc(/C=C3/C(=N)N4C=C(C)SC4=NC3=O)c3ccccc32)c1 | -13% | -17% | 18%[59 µM] | -21% | -8% | -6% | -4% | -10% | -2%
45 | O=[N+]([O-])c1ccc(CSc2nnc(-c3cccnc3)o2)cc1 | -1% | 10% | 8%[59 µM] | -5% | -5% | -10% | 7% | -11% | -21%
46 | COCCn1c(SCC(=O)NC2CCCCC2)nc2c(c1=O)SCC2 | 11% | -11% | 8% | -11% | -1% | 61%[activator] | 16% | -19% | -22%
47 | Cn1c(N2CCN(C(=O)NC34CC5CC(CC(C5)C3)C4)CC2)nc2ccccc21 | 7% | -12% | -4%[59 µM] | ? | 2% | 25% | -2% | -15%[57.1 µM] | 3%
48 | Cc1ccc2c(c1)NC(=O)C(CC(=O)NCCCN1CCCCC1C)O2 (stereo not given) | 36% | -6% | ? | -10% | 4% | -11% | -3% | -24% | -5%
49 | COCCOc1ccc(C(F)(F)F)cc1NC(=O)COC(=O)C1=COCCO1 | . | -15% | -16% | 1% | . | 9% | 7% | -5% | 4%
50 | CNC(=S)N(CCc1c(C)[nH]c2ccc(Cl)cc12)Cc1cccnc1 | -25% | 1% | 6%[2.33 µM] | -6% | 1% | 148%[activator] | -1% | ? | 71µM*
51 | CC(C)c1ccc(C(=O)NCc2ccc(Cl)cc2)cc1 | 2% | -4% | -2%[59 µM] | 0% | -1% | 17% | 9% | -13% | 3%
52 | Cc1ccc(Cl)cc1N1CCN(C(=O)c2cccn2-c2nnc(N3CCCCC3)s2)CC1 | -2% | -2% | -38%[59 µM] | 4% | -4% | -13% | . | ? | -14%
53 | Cc1cccnc1NC(=O)Nc1cccc(Cl)c1 | 26% | -8% | 12% | 9% | -2% | 144%[activator] | 20% | -10% | ?

Arranged by value in POLK inh (largest number first): 3 of the compounds above.
No. | compound | POLK inh
51 | CC(C)c1ccc(C(=O)NCc2ccc(Cl)cc2)cc1 | -4%
35 | CCC1CC=CC2C1C(=O)N(Cc1ccccc1)C2c1ccc(OC)c(Cl)c1 (stereo not given) | -12%
9 | O=C(O)c1ccc(NC(=O)c2cccc(S(=O)(=O)Nc3ccc(C(=O)O)cc3)c2)cc1 | -15%
